Assay outcomes from PubChem BioAssay.
ALOX12 inh: ALOX12 (human) lipoxygenase inhibition; P18054; purified 12hLO, xylenol orange hydroperoxide absorbance; Potency, µM (top dose mostly 108 µM), inactives show top-dose activity change, negative = inhibition, hits mostly inhibitors; 580,000 compounds, 1.1% hits; note: potency is the fitted concentration of half-maximal effect
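Hydroperoxide product was detected by ferrous iron/xylenol orange as the 573 to 405 nm absorbance ratio. Arachidonic acid at 40 uM (final) was turned over for 30 min at room temperature by 150 nM human 12hLO, pH 7.0 Hepes buffer, after 15 min compound preincubation.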
POLH inh: inhibitors of human DNA polymerase eta | Q9Y253 | recombinant Pol eta, fluorescent DNA replication assay | Potency, µM (doses to about 114 µM), without a hit: top-dose activity change, negative = inhibition, hits mostly inhibitors | 390,000 compounds, 1.2% hits | AID 588591; note: potency is the fitted concentration of half-maximal effect
Target sequence (Q9Y253 whole entry, looked up): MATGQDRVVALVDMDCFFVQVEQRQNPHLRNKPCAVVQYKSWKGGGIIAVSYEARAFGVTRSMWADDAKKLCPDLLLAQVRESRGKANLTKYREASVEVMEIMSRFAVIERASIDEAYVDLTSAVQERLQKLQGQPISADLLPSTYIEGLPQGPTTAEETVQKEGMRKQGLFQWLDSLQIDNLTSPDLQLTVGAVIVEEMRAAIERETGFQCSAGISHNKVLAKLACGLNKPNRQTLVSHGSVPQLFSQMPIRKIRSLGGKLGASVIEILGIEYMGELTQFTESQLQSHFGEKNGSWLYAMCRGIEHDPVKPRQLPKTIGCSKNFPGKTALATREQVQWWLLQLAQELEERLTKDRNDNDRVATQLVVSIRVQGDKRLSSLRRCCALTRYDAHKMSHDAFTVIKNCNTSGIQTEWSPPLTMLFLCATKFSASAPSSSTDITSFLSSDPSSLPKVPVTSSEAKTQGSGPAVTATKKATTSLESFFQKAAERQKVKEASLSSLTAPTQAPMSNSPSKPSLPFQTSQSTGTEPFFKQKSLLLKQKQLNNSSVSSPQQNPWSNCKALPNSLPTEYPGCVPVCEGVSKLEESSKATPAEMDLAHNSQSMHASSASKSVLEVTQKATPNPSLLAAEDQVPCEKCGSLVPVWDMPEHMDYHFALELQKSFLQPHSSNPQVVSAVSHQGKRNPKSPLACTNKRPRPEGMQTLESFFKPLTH
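Fluorescent replication assay: 50 nM final substrate added after a 15 min room-temperature compound preincubation with 10 nM enzyme. Signal taken at 0 min and again at 10 min.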
LDHA block: blocks human lactate dehydrogenase A | purified LDHA, NADH/diaphorase-resazurin fluorescence; stronger effect = lower value | activity change, % (values are at about 110 or 230 µM) | 480,000 compounds, 0.15% hits | AID 1347041; in the data active = activity change below about -30%; inconclusive = mostly about -25% to -30%;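 note: plate controls were DMSO wells for no effect and wells without enzyme for full effect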
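Human LDH5 (2 nM) was incubated with 0.06 mM NADH and 0.2 mM pyruvate for 5 min at room temperature in Tris pH 7.4. Remaining NADH was coupled through diaphorase/resazurin, and resorufin fluorescence was read at 0 and 20 min.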
* hit, by the source's call; u = inconclusive. Unless noted, calls come from the whole dose curve; as a rule, active = well fitted inhibition curve with a large enough effect; inconclusive = small, poorly fitted or top-dose-only effect, or another doubt; inactive = no such curve, though single readings can be large or run the other way. Unless noted, % is set by controls: 0 for no effect and ±100 for the full control effect.

nr | SMILES | LDHA block | ALOX12 inh | POLH inh
1 | CCOc1ccccc1C(=O)NCC(=O)NNC(=O)c1csc(N2CCOCC2)n1 | -3 | -1% | -2%
2 | Cc1ccc([C@H]2C[C@@H](O)[C@H](n3cc(C4CC4)nn3)CN2CC2CCCCC2)cc1 | -2 | 0% | -10%
3 | C=CCC(=O)N1CCC(n2nccc2NC(=O)c2ccc3c(c2)OCO3)CC1 | -3 | u | -8%
4 | CC(=O)c1ccc(S(=O)(=O)Nc2ccc(C(=O)NCC(c3ccco3)N3CCCC3)cc2)cc1 (stereo unspecified) | -8 | 6% | 20µM*
5 | CCOC(=O)N1CCN(C2=C(NS(=O)(=O)c3ccc(Br)cc3)C(=O)c3ccccc3C2=O)CC1 | 15 | u | -8%
6 | CCCc1c(C(=O)N/N=C(\C)c2cc(C)sc2C)nnn1-c1nonc1N | -7 | 23% | -1%
7 | CN(C)S(=O)(=O)N1CCC(Oc2ccc(C(=O)N3CCCCCC3)cc2)CC1 | -15 | -12% | 2%
8 | COc1ccc(N2CCN(C(=O)c3ccc4c(c3)NC(=O)C(CSCc3ccccc3F)N4)CC2)cc1 (stereo unspecified) | 16 | 4.5µM* | u
9 | CC(OC(=O)Cc1n[nH]c(=O)c2ccccc12)C(=O)N(C)c1ccccc1 (stereo unspecified) | -7 | -21% | -1%
10 | O=C(NCc1nnc(SCC(=O)N2CCOCC2)o1)c1ccccc1 | -10 | 13% | -5%
11 | Cc1ccc(S(=O)(=O)N2CCCC2CNC(=O)C(=O)NCc2ccc3c(c2)OCO3)cc1 (stereo unspecified) | -4 | -23% | -10%
12 | CCCOc1ccc(C(=O)NC(=S)N2CCN(c3ncc4c(=O)c(C(=O)O)cn(CC)c4n3)CC2)cc1 | -14 | u | -13%
13 | CCCNC(=S)NC1CC2CCCC(C1)N2Cc1ccccc1OC (stereo unspecified) | -8 | -6% | -11%
14 | CC(C)CC1C(=O)N(Cc2cn(CCC3OCCO3)nn2)CCS(=O)(=O)N1Cc1ccc(-c2ccc(Cl)c(Cl)c2)cc1 (stereo unspecified) | -3 | 1% | -29%
15 | CNC[C@@H]1OCc2cnnn2CCCC(=O)N([C@H](C)CO)C[C@H]1C | 1 | -1% | -2%
16 | C[C@@H]1CN([C@H](C)CO)C(=O)CCCn2nncc2CO[C@H]1CN(C)C(=O)NC1CCCCC1 | -5 | 9% | -10%
17 | Cc1ccccc1CN(C)C[C@H]1OCc2cnnn2CCCC(=O)N([C@@H](C)CO)C[C@@H]1C | 1 | u | -5%
18 | O=C1CC2(CCCC2)C(=O)N1CN1CCN(S(=O)(=O)c2cc(F)ccc2F)CC1 | 2 | 3% | -6%
19 | COc1cc(NC(=O)C(C)(C)C)c(C(=O)OCC(=O)Nc2cc(C)on2)cc1OC | -7 | 3% | -2%
20 | O=C(NC(=S)Nc1cccc(O)c1)C12CC3CC(CC(C3)C1)C2 | -2 | 22µM* | -12%
21 | COc1ccc(NC(=O)C[C@H]2C(=O)N(CCc3ccccc3)C[C@@H]2c2ccc(OC)cc2)cc1 | -2 | u | -19%
22 | Cc1ccc(C(C)C)cc1-n1nnc(-c2cccc(Cc3ccc4ccccc4c3)c2)c1C(C)O (stereo unspecified) | 1 | 0% | -11%
23 | O=c1oc(-c2ccc(Cl)cc2[N+](=O)[O-])nc2ccccc12 | -11 | -24% | -7%
24 | CC1(C)OC2COC(c3[nH]nc4c(=O)[nH]c(=O)[nH]c34)C2O1 (stereo unspecified) | -9 | -20% | -15%
25 | COc1ccc2oc(C(=O)OCC(=O)Nc3ccc(C)c(S(=O)(=O)N4CCOCC4)c3)c(C)c2c1 | -13 | -9% | u
26 | COc1cccc(-c2cc3nc(C)cc(N4CCN(C(=O)c5ccoc5)CC4)n3n2)c1 | 0 | -1% | -18%
27 | COc1ccc(C(C#N)CC(=O)c2ccc(OC)c(OCc3ccccc3)c2)cc1OC (stereo unspecified) | -2 | -9% | -20%
28 | Cc1c(NC(=O)c2cccc(NC(=O)C(C)Oc3ccccc3)c2)c(=O)n(-c2ccccc2)n1C (stereo unspecified) | -7 | -15% | -17%
29 | COc1cc(-c2ccc3cc(OC)c(OC)c(OC)c3c2)cc(OC)c1OC | 4 | u | -4%
30 | COc1ccc(S(=O)(=O)N(C)C[C@H]2OCc3cnnn3CCCC(=O)N([C@H](C)CO)C[C@H]2C)cc1 | -5 | -2% | -7%
31 | O=C(COC(=O)Cc1ccc(Cl)c(Cl)c1)NCCc1ccccc1 | -1 | -15% | -24%
32 | Cc1[nH]ccc2cc3nc4ccccc4c3cc12 | -1 | u | -17%
33 | Cc1ccccc1NC(=O)COC(=O)c1ccc(C)c(S(=O)(=O)N2CCCCC2)c1 | -4 | 19% | -5%
34 | O=C1OCCC1=COCCOC=C1CCOC1=O | -4 | u | 2%
35 | C#CCN(C[C@H]1[C@H](OC(=O)NC2CCCC2)[C@H](OC(=O)NC2CCCC2)C[C@@H](C(=O)OC)[C@H]1C(=O)OC)S(=O)(=O)c1ccc(C)cc1 | -5 | -8% | -25%
36 | Cc1ccc(-n2ncc3c(=O)n(-c4cccc(C)c4)c(=O)[nH]c32)cc1 | -5 | u | -3%
37 | O=C(CNc1ccc(Br)cc1)Nc1ccc(S(=O)(=O)N2CCCCC2)cc1 | 0 | -2% | -26%
38 | COc1ccccc1C(=O)C1CCCN(C(=O)c2ccc(Cl)cc2)C1 (stereo unspecified) | 0 | 4% | -14%
39 | CC1CCCN(CCCNC(=O)c2ccc3c(c2)N(Cc2cccc(Cl)c2)C(=O)c2ccccc2S3=O)C1 (stereo unspecified) | -6 | u | -5%
40 | Cc1ccc(C(=O)OCC(=O)Nc2ccc(C)c(S(=O)(=O)N3CCCCC3)c2)c(O)c1 | 1 | 4% | -13%

From no. 27 to 40, as listed above:
nr | SMILES | LDHA block | ALOX12 inh | POLH inh
27 | COc1ccc(C(C#N)CC(=O)c2ccc(OC)c(OCc3ccccc3)c2)cc1OC (stereo unspecified) | -2 | -9% | -20%
28 | Cc1c(NC(=O)c2cccc(NC(=O)C(C)Oc3ccccc3)c2)c(=O)n(-c2ccccc2)n1C (stereo unspecified) | -7 | -15% | -17%
29 | COc1cc(-c2ccc3cc(OC)c(OC)c(OC)c3c2)cc(OC)c1OC | 4 | u | -4%
30 | COc1ccc(S(=O)(=O)N(C)C[C@H]2OCc3cnnn3CCCC(=O)N([C@H](C)CO)C[C@H]2C)cc1 | -5 | -2% | -7%
31 | O=C(COC(=O)Cc1ccc(Cl)c(Cl)c1)NCCc1ccccc1 | -1 | -15% | -24%
32 | Cc1[nH]ccc2cc3nc4ccccc4c3cc12 | -1 | u | -17%
33 | Cc1ccccc1NC(=O)COC(=O)c1ccc(C)c(S(=O)(=O)N2CCCCC2)c1 | -4 | 19% | -5%
34 | O=C1OCCC1=COCCOC=C1CCOC1=O | -4 | u | 2%
35 | C#CCN(C[C@H]1[C@H](OC(=O)NC2CCCC2)[C@H](OC(=O)NC2CCCC2)C[C@@H](C(=O)OC)[C@H]1C(=O)OC)S(=O)(=O)c1ccc(C)cc1 | -5 | -8% | -25%
36 | Cc1ccc(-n2ncc3c(=O)n(-c4cccc(C)c4)c(=O)[nH]c32)cc1 | -5 | u | -3%
37 | O=C(CNc1ccc(Br)cc1)Nc1ccc(S(=O)(=O)N2CCCCC2)cc1 | 0 | -2% | -26%
38 | COc1ccccc1C(=O)C1CCCN(C(=O)c2ccc(Cl)cc2)C1 (stereo unspecified) | 0 | 4% | -14%
39 | CC1CCCN(CCCNC(=O)c2ccc3c(c2)N(Cc2cccc(Cl)c2)C(=O)c2ccccc2S3=O)C1 (stereo unspecified) | -6 | u | -5%
40 | Cc1ccc(C(=O)OCC(=O)Nc2ccc(C)c(S(=O)(=O)N3CCCCC3)c2)c(O)c1 | 1 | 4% | -13%

Next section:
nr | SMILES | LDHA block | ALOX12 inh | POLH inh
41 | COc1ccc(Nc2nnc(SCC(=O)NC3CCCC3)s2)cc1 | -3 | 2% | -6%
42 | CC1=C(C(=O)N2CCOCC2)CC(CC(=O)NC2CC2)C(=O)N1Cc1ccccc1 (stereo unspecified) | 1 | 14% | 1%
43 | Cc1ccccc1C(=O)OCC(=O)Nc1cccc(S(=O)(=O)N2CCCCC2)c1 | -1 | 1% | -17%
44 | Cc1ccc([C@H]2C[C@H](O)[C@@H](n3cc(COC(=O)c4ccccc4)nn3)CN2CC2CCCCC2)cc1 | 0 | -7% | -29%
45 | Cc1ccc(S(=O)(=O)N(C)C)cc1NC(=O)CN1C(=O)NC2(CCc3ccccc32)C1=O (stereo unspecified) | -10 | 15% | -5%
46 | CCOc1ccc(S(=O)(=O)N2CCOCC2)cc1NC(=O)CN1C(=O)NC(C)(C2CC2)C1=O (stereo unspecified) | -10 | u | -12%
47 | CCN(CC)CCOc1ccc(-c2c(C)c3c(ccc4ccccc43)oc2=O)cc1 | -3 | 7% | 9%
48 | CCOC(=O)c1cc(-c2sc(NC(=O)c3ccccc3)nc2C)n(-c2ccc(Br)cc2)n1 | 6 | -17% | 3%

Single records, as listed above. Screens in order: LDHA block | ALOX12 inh | POLH inh
CCN(CC)CCOc1ccc(-c2c(C)c3c(ccc4ccccc43)oc2=O)cc1 is listed as -3 | 7% | 9%
CCOc1ccc(S(=O)(=O)N2CCOCC2)cc1NC(=O)CN1C(=O)NC(C)(C2CC2)C1=O (stereo unspecified) is listed as -10 | u | -12%

(more compounds)
nr | SMILES | LDHA block | ALOX12 inh | POLH inh
49 | Cc1csc(SCC(=O)Nc2cc(F)ccc2C)n1 | -6 | 4% | -6%
50 | CC1NC(=O)c2cc3ccccc3cc2-n2c1nc1cc(Cl)ccc1c2=O (stereo unspecified) | 7 | -2% | -13%
51 | Cc1ccc(C(=O)OCC(=O)NC2CCCC(C)C2C)s1 (stereo unspecified) | -7 | 11% | -17%
52 | Cc1ccc(OCC(=O)Nc2ccc3c(c2)nc(CCN2CCN(c4ccccn4)CC2)n3C)cc1 | 0 | -13% | -6%
53 | CC(C)(C)OC(=O)N1Cc2cc3ccccc3nc2C1 | 0 | u | -6%
54 | Cc1ccc(S(=O)ONc2cccc(NOS(=O)c3ccc(C)cc3)c2)cc1 (stereo unspecified) | -4 | -25% | -7%
55 | C#CCN(C[C@H]1[C@H](OC(=O)NC2CCCC2)[C@H](OC(=O)NC2CCCC2)C[C@H]2C(=O)N(c3ccccc3)C(=O)[C@@H]12)S(=O)(=O)c1ccc(C)cc1 | -2 | -10% | -18%
56 | CCCNC(=O)N(C)C[C@@H]1Oc2cc(C#CC(C)(C)O)ccc2S(=O)(=O)N([C@H](C)CO)C[C@H]1C | 0 | 9% | 0%
57 | CC1=C(C(=O)N2CCOCC2)CC(CC(=O)NCc2ccco2)C(=O)N1Cc1ccc(C(C)(C)C)cc1 (stereo unspecified) | 0 | 4% | -18%
58 | O=C1[C@H]2[C@@H](c3ccc(C(F)(F)F)cc3)N[C@]3(CCCN(Cc4ccc(F)cc4)C3=O)[C@H]2C(=O)N1Cc1ccccc1 | 0 | u | -29%
59 | S=C1SC2(CCCCCC2)NC2=C1CCCCC2 | -5 | u | -17%
60 | CC1=C(C(=O)N2CCOCC2)CC(CC(=O)NCc2cccs2)C(=O)N1Cc1ccc(F)cc1 (stereo unspecified) | -1 | -9% | -8%
61 | CCCN(CC1CC1)C(=S)NC(=O)c1ccccc1C | -1 | -7% | -9%
62 | CNC(=O)c1ccc(CN(C)C(=O)/C=C/c2ccc(S(=O)(=O)N3CCCCCC3)cc2)cc1 | -17 | -13% | -1%
63 | COc1ccccc1-c1n[nH]nc1C1=CC(=O)CC(C)(C)C1 | -12 | 13% | -11%
64 | CCOC(=O)Nc1ccc2nc(-c3cscn3)[nH]c2c1 | 2 | -2% | -8%
65 | O=[N+]([O-])c1ccc(-c2nc(Cl)c3c(n2)CCCC3)o1 | -6 | 0% | -5%
66 | O=C(COC(=O)/C=C/c1ccc2ccccc2n1)NNC(=O)c1ccccc1 | -2 | u | 40µM*

An excerpt; the hit share may differ from the screen's.
